LDHA block – inhibitors of human lactate dehydrogenase A | P00338 | purified LDHA, NADH/diaphorase-resazurin fluorescence; hits give low values | activity change, % (values are at about 110 or 230 µM) | actives 0.15% (n = 480,000); in the data active = activity change below about -30%; inconclusive = mostly about -25% to -30%;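 also: plate controls were DMSO wells for no effect and wells without enzyme for full effect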
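Human LDH5 (2 nM) was incubated with 0.06 mM NADH and 0.2 mM pyruvate for 5 min at room temperature in Tris pH 7.4. Remaining NADH was coupled through diaphorase/resazurin, and resorufin fluorescence was read at 0 and 20 min.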
ALOX12 inh – blocks human arachidonate 12S-lipoxygenase; P18054; actives 1.1% (n = 580,000); purified 12hLO, xylenol orange hydroperoxide absorbance; AID 1671190; Potency, µM (series often up to 108 µM), for inactives: at the top dose activity change, negative = inhibition, most hits filed as inhibitors; active = well fitted inhibition curve with a large enough effect; inconclusive = small, poorly fitted or top-dose-only effect, or another doubt; inactive = no such curve, though single readings can be large or run the other way; also: potency is read from the fitted curve at half-maximal effect
Target sequence (P18054 whole entry, looked up): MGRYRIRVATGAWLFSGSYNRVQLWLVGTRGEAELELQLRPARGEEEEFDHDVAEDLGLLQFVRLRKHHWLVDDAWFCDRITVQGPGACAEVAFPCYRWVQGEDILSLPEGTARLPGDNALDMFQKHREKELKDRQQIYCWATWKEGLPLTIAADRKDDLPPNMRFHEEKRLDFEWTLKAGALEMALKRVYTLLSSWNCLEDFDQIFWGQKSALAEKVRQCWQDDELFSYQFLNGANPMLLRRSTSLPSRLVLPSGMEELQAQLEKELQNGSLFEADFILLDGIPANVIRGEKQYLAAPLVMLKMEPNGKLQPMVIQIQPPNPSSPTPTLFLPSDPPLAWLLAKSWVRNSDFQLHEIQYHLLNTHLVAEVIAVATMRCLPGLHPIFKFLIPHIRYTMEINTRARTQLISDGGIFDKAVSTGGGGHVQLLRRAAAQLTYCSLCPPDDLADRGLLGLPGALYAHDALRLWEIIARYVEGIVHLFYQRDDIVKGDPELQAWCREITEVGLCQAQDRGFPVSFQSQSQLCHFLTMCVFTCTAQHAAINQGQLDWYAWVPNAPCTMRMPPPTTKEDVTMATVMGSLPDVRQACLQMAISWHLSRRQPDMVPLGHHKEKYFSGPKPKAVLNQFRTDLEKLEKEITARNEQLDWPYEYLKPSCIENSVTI
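Purified human 12hLO (150 nM final) in 25 mM Hepes, 0.01% Triton X-100, pH 7.0 was preincubated 15 min at room temperature with compound. Then 40 uM arachidonic acid was added, 30 min. Hydroperoxide was read by Fe-XO absorbance ratio 573/405 nm.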
* = called active by the depositor; ? = inconclusive; [ ] = another dose, or the depositor's remark. Unless noted, % is scaled to controls: 0 for no effect and ±100 for the full control effect. Not all compounds are listed, so the mix of outcomes need not match the whole.

The opening seven entries, ahead of the listing:
SMILES	LDHA block	ALOX12 inh
O=C(CCc1ncc(-c2ccccc2F)o1)Nc1ccccc1N1CCOCC1	5	8%
COc1cc(C(C)=O)ccc1OCc1ccc(C#N)cc1F	2	0%
COc1ccc2cc(C(=O)NC(CN(C)C)c3ccccc3)[nH]c2c1 (stereo unspecified)	12	?
COc1cccc(C(=O)OCc2nc(N)c3ccccc3n2)c1	-4	41%[activator]
CC(Sc1ccccn1)C(=O)Nc1ccc(C(F)(F)F)cc1 (stereo unspecified)	-2	-7%
COCCOc1ccc(C(=O)/C=C/c2cccc(O)c2)cc1OC	1	-23%
COc1cc(C)cc2oc(=O)c(CC(=O)O)c(C)c12	1	?

The whole of this part, previewed entries included:
SMILES	LDHA block	ALOX12 inh
O=C(CCc1ncc(-c2ccccc2F)o1)Nc1ccccc1N1CCOCC1	5	8%
COc1cc(C(C)=O)ccc1OCc1ccc(C#N)cc1F	2	0%
COc1ccc2cc(C(=O)NC(CN(C)C)c3ccccc3)[nH]c2c1 (stereo unspecified)	12	?
COc1cccc(C(=O)OCc2nc(N)c3ccccc3n2)c1	-4	41%[activator]
CC(Sc1ccccn1)C(=O)Nc1ccc(C(F)(F)F)cc1 (stereo unspecified)	-2	-7%
COCCOc1ccc(C(=O)/C=C/c2cccc(O)c2)cc1OC	1	-23%
COc1cc(C)cc2oc(=O)c(CC(=O)O)c(C)c12	1	?
Cc1nc(SCC(=O)Nc2sc3c(c2C#N)CCCCC3)c2ccccc2n1	-22	13%
Cc1c(C)c2ccc(OCC(=O)NC3CC(C)(C)NC(C)(C)C3)cc2oc1=O	14	-9%
N#Cc1cccc(OCc2ccc(-c3ccccc3)cc2)c1	-8	-36%
COCC(C)N(C)C(=O)c1cc2ccccc2c(OC)n1 (stereo unspecified)	-8	-3%
CCOC(=O)N1CCC(NC(=O)C(C)n2nc(C)c3sc4ccccc4c3c2=O)CC1 (stereo unspecified)	-6	-2%
Cc1oc(-c2ccccc2)nc1C(=O)NC1CCCCCC1	3	-20%
CCC(=O)N1N=C(c2c(-c3ccccc3)c3cc(Cl)ccc3n(C)c2=O)CC1c1cccs1 (stereo unspecified)	4	?
N/C(=N\c1nc2ccccc2o1)NC(=O)c1ccc(-c2ccccc2)cc1	2	11%
Cc1ccc(Sc2ccc(/C=C(\C#N)c3nc4ccccc4[nH]3)o2)cc1	1	-28%
O=C1NC2(CCCC2)C(=O)N1Cc1ncc(-c2ccc(F)cc2)o1	-4	-8%
CCc1nc2ccc(C(=O)Nc3cc(C)ccn3)cc2nc1CC	-2	20%
Cc1ccc(Cl)cc1NC(=O)C(C)Oc1cccc(Cl)c1 (stereo unspecified)	-1	-44%
Cc1nc(N)c(C(N)=O)[nH]1	1	12%

Grouped by structure: the compounds so far containing a Cl atom
SMILES	LDHA block	ALOX12 inh
CCC(=O)N1N=C(c2c(-c3ccccc3)c3cc(Cl)ccc3n(C)c2=O)CC1c1cccs1 (stereo unspecified)	4	?
Cc1ccc(Cl)cc1NC(=O)C(C)Oc1cccc(Cl)c1 (stereo unspecified)	-1	-44%

Continuation:
SMILES	LDHA block	ALOX12 inh
Cc1ccc(S(=O)(=O)N2CCC(C(=O)NCc3csc(-c4ccccc4)n3)CC2)cc1C	14	-1%
Cc1ccc(S(=O)(=O)N2[C@@H](Cc3ccccc3)CO[C@H]2CC(=O)c2ccccc2)cc1	-4	6%
COc1ccccc1C(=O)CSc1ccccc1Cl	8	-12%
O=C(O)CC1CCN(Cc2ccccc2)CC1	-9	-29%
COc1cc(C2C3CCCCC3(O)CCN2Cc2ccccc2Cl)ccc1O (stereo unspecified)	9	?
O=C(Nc1cc(=O)[nH]c2nc(CCc3ccccc3)nn12)c1ccccc1Cl	-4	-3%
C#CC[N+](CC#Cc1ccccc1)(CCC)CCC	6	-27%
COc1cc(C2=NOC(C(=O)N3CCN(c4ccccc4)CC3)C2)cc(OC)c1OC (stereo unspecified)	2	5%
Cc1ccc(C(=O)/C=C/c2ccc(O)cc2)cc1C	0	?
CN(C(=O)Cc1c[nH]c2ccccc12)c1nc2ccccc2s1	1	?
O=C(O)c1ccc(NC(=O)c2ccc(Br)o2)cc1	-12	0%
CN(CCOC(=O)c1ccc(F)cc1)C(C)(C)C	-1	8%
CC(C)(C)c1ccc(C(=O)Nc2ccc(NC(=O)CCC(=O)O)cc2O)cc1	8	?
CSc1cccc(NC(=O)CC(C)(C(=O)O)c2ccccc2)c1 (stereo unspecified)	12	-1%
CC(=O)NC(O)C(O)NC(C)=O (stereo unspecified)	1	-22%
Cc1ccc(C)c(NC(=O)C(C)SC(c2ccccc2)c2ccccc2)c1 (stereo unspecified)	0	3%
COc1ccc(NC(=O)c2ncoc2-c2ccc(C)s2)cc1	5	-20%
COc1ccc(-c2ocnc2C(=O)Nc2ccc(C)c(Cl)c2)cc1	5	7%
CCONC(=O)COc1cccc(C(C)C)c1	4	?
N=C(N)c1cccc(COc2ccccc2)c1	-4	5%

Some of these compounds in order of the LDHA block value, low to high:
SMILES | LDHA block
O=C(O)c1ccc(NC(=O)c2ccc(Br)o2)cc1 | -12
CN(CCOC(=O)c1ccc(F)cc1)C(C)(C)C | -1
Cc1ccc(C)c(NC(=O)C(C)SC(c2ccccc2)c2ccccc2)c1 (stereo unspecified) | 0
CC(C)(C)c1ccc(C(=O)Nc2ccc(NC(=O)CCC(=O)O)cc2O)cc1 | 8
CSc1cccc(NC(=O)CC(C)(C(=O)O)c2ccccc2)c1 (stereo unspecified) | 12

New compounds follow
SMILES	LDHA block	ALOX12 inh
COc1cc(C2CC(=O)Nc3c(-c4ccccc4)nsc32)cc2c1OCO2 (stereo unspecified)	-5	61%[activator]
COc1cccc(/C=C(\C#N)C(=O)Nc2ccccc2C(F)(F)F)c1OC	1	3%
CCOc1ccc2cc(-c3csc(Nc4ccc(F)cc4)n3)c(=O)oc2c1	-2	?
CCc1nnc(NC(=O)C2CC(c3ccccc3)=NO2)s1 (stereo unspecified)	-4	?
O=[N+]([O-])c1ccc2nonc2c1Nc1ccc(Cl)cc1	1	4%
CCCOC(=O)c1ccc(Nc2nc3ccccc3nc2NS(=O)(=O)c2ccc(OC)cc2)cc1	-6	?
CCC(C(=O)c1ccccc1)n1c(N2CCOCC2)nc2c1c(=O)n(C)c(=O)n2C (stereo unspecified)	-9	0%
CCC(C)(C)NC(=O)Cc1n[nH]c(=O)c2ccccc12	-14	-24%
Cc1ccc(CNC(=O)Cc2ccsc2)cc1	9	?
COc1ccccc1N1C(=O)NC(NC(=O)c2ccccc2Cl)(C(F)(F)F)C1=O (stereo unspecified)	4	1%
O=C(CCc1ncc(-c2c(F)cccc2F)o1)NCc1ccco1	3	67%[activator]
O=c1ccn(O)cc1[N+](=O)[O-]	-13	-19%
CCCn1nc(C(=O)Nc2ccc(SC(F)F)cc2)c2ccccc2c1=O	1	-8%
O=C(COC(=O)c1cc(S(=O)(=O)N2CCOCC2)ccc1N1CCCCC1)NC1CC1	0	5%
Cc1ccc(SCc2ccc(C(=O)Nc3cccc(C)c3C)cc2)cc1	4	?
O=C(O)CCCC(=O)Nc1cccc(C(=O)N2CCCCC2)c1	2	5%
CC(C)C(=O)N/N=C/c1ccco1	1	-2%
CCCNC(=O)c1nnn(-c2ccc(C)cc2)c1CCC	9	-30%
Cc1ccc(C(CNC(=O)c2ccc(C(C)(C)C)cc2)N2CCCC2)cc1 (stereo unspecified)	1	?
CSc1ccc(C(C)NC(=O)c2cccc(C)c2)cc1 (stereo unspecified)	0	3%
O=C(CCn1c(=O)oc2cc(S(=O)(=O)N3CCCC3)ccc21)Nc1ccc(OC(F)(F)F)cc1	-4	?
Cc1ccc(C(=O)COC(=O)CCC(=O)Nc2cc(C(F)(F)F)ccc2Cl)cc1[N+](=O)[O-]	5	-3%
COc1ccc(SCCC(=O)OCc2ccc(C#N)cc2)cc1	4	?
CC(=O)Nc1ccc(NC(=O)c2cc(-c3ccco3)nc3ccccc23)cc1	12	11µM*
COCCOC(=O)/C(C#N)=C\c1cc(C)c(O)c(C)c1	-3	39%[activator]
N#CCCC(C#N)CSc1nnc(-c2c[nH]c3ccccc23)n1C1CC1 (stereo unspecified)	0	-3%
C#CCN1CCN(C(=O)Nc2ccc(F)cc2)CC1	-4	28%
CC(C)(C)CNC(=O)c1nc[nH]c1C(=O)N1CCCCC1	11	?
NC(=O)CCN1CCN(S(=O)(=O)c2ccc(F)c(F)c2)CC1	-6	?
C#CCNC(=O)Nc1ccc(C)cc1	1	-10%
Cc1ccc(/C=C/c2cc(C(=O)O)c3ccccc3n2)c(C)c1	2	?
COc1ccccc1N1CCN(C(C(=O)O)c2c[nH]c3ccc(NC(=O)CCC(=O)O)cc23)CC1 (stereo unspecified)	-21	-21%
OC(CNCC1(c2ccccc2)CCCC1)COc1ccccc1 (stereo unspecified)	-8	?
O=C(CN(C1CCCCC1)S(=O)(=O)c1ccc(Br)cc1)N1CCOCC1	-7	?
COCCCNC(=O)NC(=O)CSc1cc(C)c2cccc(C)c2n1	5	?
CC(=O)Nc1ccc(NC(=O)c2csc(NC3CC3)n2)cc1	0	?
CCOCCCNC(=O)Nc1ccc2nc(N3CCOCC3)cc(C)c2c1	2	10%
O=[N+]([O-])c1ccc(COc2ccc(I)cc2)cc1	-1	?
CCOc1cc(/C=C2/NC(=O)NC2=O)cc(Br)c1OCC	-4	?
Cc1nn(CC(=O)NC(C)(C)C)c(C)c1S(=O)(=O)N1CCCC(C(=O)N2CCCCC2)C1 (stereo unspecified)	2	-2%
CC(C)Cc1nn2c(=O)cc(COC(=O)COc3ccccc3F)nc2s1	-10	-2%
CCC(=O)N1Cc2cc(C(=O)Nc3nccs3)nc(-c3cccc(-c4ccccc4OC)c3)c2[C@H]1CCO	-1	16%
O=C(NCCc1ccccc1F)C1CC=CCC1 (stereo unspecified)	5	35%[activator]
Cc1c(Cl)cccc1-n1ncc2c1NC(=O)CC21C(=O)N(CC(N)=O)c2ccccc21 (stereo unspecified)	-6	-12%
O=C(c1ccco1)N1N=C(c2ccc(Br)cc2)CC1c1ccc2nccnc2c1 (stereo unspecified)	6	?
CCC(C)c1ccccc1NC(=O)c1ccc(SC)cc1OC (stereo unspecified)	9	?
Fc1ccccc1-c1nnc(SCc2cccc3ccccc23)n1C1CC1	12	0%
Cc1cccc(NC(=S)NC2CCCCC2C)c1 (stereo unspecified)	4	?
CC(C)C(=O)NC(NCc1ccccc1)C(Cl)(Cl)Cl (stereo unspecified)	-2	21%
O=C(COC(=O)c1cc2c(F)cccc2s1)NCC1CCCO1 (stereo unspecified)	-7	19%
Further results:
SMILES	LDHA block	ALOX12 inh
CC(C)CCNc1nc(C(=O)Nc2nnc(C3CC3)s2)cs1	1	56%
CCCCNC(=O)CSc1cc(C)c2cccc(C)c2n1	19	1%
CC(OC(=O)c1ccc2noc(-c3ccccc3)c2c1)C(=O)N(C)C (stereo unspecified)	8	-1%
Cc1occc1C(=O)Nc1nc(CC(=O)Nc2ccc3c(c2)Cc2ccccc2-3)cs1	7	-1%
CCc1ccc(NC(=O)CSc2nc3cc([N+](=O)[O-])ccc3o2)cc1	-4	?
CC(=O)NC(C)C(=O)O (stereo unspecified)	3	-44%
Cc1ccc(N2CCN(C(=O)c3noc4c3CCc3sccc3-4)CC2)c(C)c1	14	2%
COc1ccc(OCCNC(=O)c2cc(C3CC3)nc3ccccc23)cc1	1	?
O=C(COc1ccc(F)cc1Cl)N1CCC(c2ccccc2)=N1	6	-9%
CC(C)CCn1c(=O)[nH]c(=O)c2c3c(cnc21)C(=O)CC(c1ccc(F)cc1)C3 (stereo unspecified)	8	-54%
Cc1ccc2[nH]cc(C(C(=O)O)N3CCN(Cc4cccc5ccccc45)CC3)c2c1 (stereo unspecified)	-10	18%
O=C(Nc1ccc2nc[nH]c(=O)c2c1)c1cc(Br)ccc1Cl	3	?
COc1ccc(/C(O)=C2\C(=O)C(=O)N(CCN3CCNCC3)C2c2ccc(OC)cc2)cc1 (stereo unspecified)	4	2%
CCC(C)c1ccccc1OC(=O)c1ccc(OC)c(I)c1 (stereo unspecified)	-1	3%
S=C(NCc1ccccc1)Nc1ccccc1Br	3	?
N#CC(Cc1cccnc1)C(=O)Nc1ccc(Cl)c(Cl)c1 (stereo unspecified)	-3	?
COc1cccc(OC)c1C(=O)C1CC(=O)Nc2c1c(C)nn2-c1ccc(F)cc1 (stereo unspecified)	13	-5%
